SIAE primary: human SIAE inhibition, primary screen; SIAE FP-Rh probe binding, fluorescence polarization; inhibition, % at 9.66 µM; actives 0.69% (n = 370,000);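 active means inhibition above a cutoff: mean of compounds within the control limits plus 3 SD of those, cut at about 17% in these data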;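 further: 0% = plate median of compound wells and 100% = probe without SIAE protein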
Target sequence (Q9HAT2 whole entry, looked up): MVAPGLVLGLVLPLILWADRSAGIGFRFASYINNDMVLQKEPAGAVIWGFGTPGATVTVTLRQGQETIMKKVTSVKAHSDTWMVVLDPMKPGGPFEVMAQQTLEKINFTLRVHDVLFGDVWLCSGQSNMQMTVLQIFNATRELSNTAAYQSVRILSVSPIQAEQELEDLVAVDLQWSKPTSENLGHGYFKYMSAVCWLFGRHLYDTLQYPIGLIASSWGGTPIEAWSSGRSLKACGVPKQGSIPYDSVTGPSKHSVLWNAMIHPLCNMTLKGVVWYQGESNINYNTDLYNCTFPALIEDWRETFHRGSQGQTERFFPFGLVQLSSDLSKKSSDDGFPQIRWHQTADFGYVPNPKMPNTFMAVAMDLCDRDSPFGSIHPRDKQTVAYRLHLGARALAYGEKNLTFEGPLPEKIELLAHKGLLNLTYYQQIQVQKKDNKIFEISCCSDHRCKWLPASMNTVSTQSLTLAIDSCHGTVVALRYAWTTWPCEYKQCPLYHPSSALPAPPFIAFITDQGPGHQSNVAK
HTRA1 inhibitor: HTRA1 (human) protease inhibition | Q92743 | recombinant HTRA1, FP-rhodamine activity-based probe, fluorescence polarization | inhibition, % at 5.96 µM | actives 0.5% (n = 340,000) | AID 504803; in the data active means inhibition above about 36%;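 further: 0% = enzyme with DMSO and 100% = wells lacking enzyme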
MBD2 DNA inh: MBD2-methylated oligo binding inhibition | AID 686964 | inhibition, % at 4.4 µM | TR-FRET, MBD2 binding to methylated oligonucleotide | actives 0.31% (n = 370,000) | Q9UBB5; in the data active means inhibition above about 13%
Target sequence (Q9UBB5 whole entry, looked up): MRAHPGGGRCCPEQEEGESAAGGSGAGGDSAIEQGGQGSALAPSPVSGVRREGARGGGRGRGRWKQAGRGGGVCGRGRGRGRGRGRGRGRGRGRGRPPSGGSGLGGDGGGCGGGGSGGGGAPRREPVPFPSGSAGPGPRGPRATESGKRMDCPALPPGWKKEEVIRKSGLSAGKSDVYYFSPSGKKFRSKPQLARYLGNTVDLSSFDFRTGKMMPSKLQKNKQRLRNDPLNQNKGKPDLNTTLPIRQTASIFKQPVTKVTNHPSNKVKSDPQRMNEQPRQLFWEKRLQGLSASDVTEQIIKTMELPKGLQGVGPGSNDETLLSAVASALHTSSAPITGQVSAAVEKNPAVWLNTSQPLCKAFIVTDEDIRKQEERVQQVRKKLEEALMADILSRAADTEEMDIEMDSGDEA
NPR1 activator: GC-A (human) enzyme activation. P16066. HEK293 GC-A cells, cGMP TR-FRET, EC30 ANP; 0% at EC30 ANP, 100% saturating ANP. activation, % at 10 µM. AID 1671463. actives 0.14% (n = 370,000); in the data active means activation above about 40%
rCAG binder: molecules binding r(CAG) RNA repeats; AID 651821; inhibition, % at 3 µM; actives 1.3% (n = 370,000); r(CAG) RNA repeat, TO-PRO-1 dye displacement fluorescence;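 active means inhibition above the plate cutoff, the mean of all test compounds on that plate plus 3 SD, cut at about 35% in these data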;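 further: 0% = DMSO alone and 100% = 100 µM mitoxantrone as full dye displacement; higher means more dye released from RNA so lower well fluorescence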
ABHD4 inh: inhibitors of mouse ABHD4. actives 0.54% (n = 370,000). Q8VD66. inhibition, % at 8.92 µM. purified mABHD4, FP-Rh probe fluorescence polarization;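 active means inhibition exceeding the mean over every tested compound plus 3 SD, cut at about 30% in these data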;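 further: 0% = plate median of compound wells and 100% = S159A mutant with DMSO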
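System: mouse ABHD4 enzyme, wild type / Medium: HEPES pH 7.0, NaCl, Pluronic buffer / Reagent: FP-Rh activity-based fluorescent probe / Control set: S159A mutant high control, sample median low control / Detection: fluorescence polarization with parallel and perpendicular emission, 525/598 nm / Schedule: 45 min + 60 min at 25 °C / Compound dosing: 8.92 µM, single dose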
PRMT1 inh: blocks human protein arginine methyltransferase 1; Q99873; recombinant PRMT1, activity-based probe fluorescence polarization; inhibition, % at 2.79 µM; actives 1.3% (n = 370,000); AID 652257;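 active means inhibition above about 21% made by adding two undisclosed values, limit read from the data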
NPR2 activator: GC-B (human) receptor activation | HEK293-GC-B cells, CNP EC30, cGMP TR-FRET; 0% at EC30 CNP, 100% saturating CNP | activation, % at 10 µM | actives 0.11% (n = 370,000);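 active means activation at 10 µM reaching about 35% in either raw or pattern-adjusted values, limit read from the data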
TCR CD3 inh: blocks the human TCR-CD3 interaction; TAMRA-labeled TCR probe fluorescence, biochemical; inhibition, % at 9.4 µM; actives 0.37% (n = 360,000); AID 651800; in the data active means inhibition above about 19%;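 further: recombinant mutant TCR 2C K166C tagged with TAMRA read by polarization; 0% = receptor in buffer alone and 100% = receptor with positive control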
UHRF1 MBD2 ctr: blocks human UHRF1 binding to methylated DNA. Q96T88. UHRF1 binding to methylated oligo, TR-FRET. inhibition, % at 4.4 µM. actives 0.75% (n = 370,000). AID 687016; in the data active means inhibition above about 21%;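 further: UHRF1 SRA domain binding a hemimethylated CpG hairpin DNA probe; 0% = median of test compound wells and 100% = reference inhibitor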
An asterisk follows results filed as active; . = not tested or not shown. This is a subset. The share of hits here may be higher or lower than overall.

SMILES	SIAE primary	HTRA1 inhibitor	MBD2 DNA inh	NPR1 activator	rCAG binder	ABHD4 inh	PRMT1 inh	NPR2 activator	TCR CD3 inh	UHRF1 MBD2 ctr
Cc1nnsc1S(=O)(=O)Cc1ccccc1Cl	3	-1	-1	3	-1	3	0	1	12	-2
O=C(/C=C/c1ccco1)NC(=S)Nc1ccc(O)c(-c2nc3ccccc3s2)c1	17	-12	-1	-1	23	17	-1	-4	0	-1
Cc1ccc(C)c(/C(O)=C2\C(=O)C(=O)N(Cc3cccnc3)C2c2cccnc2)c1 (stereo unspecified)	3	-2	3	6	-4	2	0	2	0	1
Cc1ccc2c(C)c(C(=O)Nc3ccc(S(N)(=O)=O)cc3)oc2c1C	-331	-254	-2	-4	20	-281	1	-5	-2	-2
O=C(Nc1ccccc1C(=O)O)c1ccc(CN2C(=O)c3ccccc3C2=O)cc1	-27	-3	1	-4	27	0	7	-5	-5	-1
Cc1ccc(C)c(-c2csc(Nc3ncccn3)n2)c1	-1	-3	2	-10	3	5	0	0	3	0
COc1ccc(CN2CCCC(C(=O)N3CCc4ccccc4C3)C2)cc1OC (stereo unspecified)	6	2	-1	-2	-7	9	0	2	6	-1
COc1cccc(C(=O)NC(=S)Nc2ccc(Cl)c(C(=O)O)c2)c1	6	0	-1	1	4	-6	0	3	-8	1
CC(=O)Oc1ccc(/C=C2\N=C(C3CCCCC3)OC2=O)cc1	3	5	-1	2	-1	3	1	-4	5	1
COc1ccc2oc(C(=O)Nc3nccs3)c(C)c2c1	-13	-9	5	-3	8	-12	-3	-9	-7	3
CCC(C)n1c(=N)c(C#N)cc2c(=O)n3cccc(C)c3nc21 (stereo unspecified)	7	4	-2	9	-1	-1	7	-4	7	4
CC(Sc1nc2ccccc2s1)C(=O)N(C)Cc1ccccc1 (stereo unspecified)	-1	-13	-3	-3	-2	-17	-6	-6	-6	1
CC(C)(C)c1cc(NC(=O)CCSc2nnc3ccccn23)cc(C(C)(C)C)c1	3	4	2	-2	3	-4	3	-4	1	2
CSc1ccccc1NC(=O)COC(=O)c1ccc(-n2nc(C)cc2C)cc1	2	-12	-2	3	-1	-7	-6	7	13	-1
O=C(Nc1ccccc1N1CCCC1)C1CCN(C(=O)c2ccc(Cl)cc2)CC1	0	-1	3	-3	-1	-4	1	-3	8	0
O=C1CSC(=S)N1N=Cc1ccc(Cl)s1	-44	12	-2	0	26	15	25*	1	-22	-9
N#Cc1nc(-c2ccco2)oc1N1CCC(Cc2ccccc2)CC1	9	-25	-7	1	1	-1	0	-3	1	10
C[C@H](CO)N1C[C@H](C)[C@@H](CN(C)Cc2ccc(-c3ccccc3)cc2)Oc2c(NC(=O)c3ccncc3)cccc2C1=O	1	-82	-9	-2	5	-14	-3	-7	7	-1
COCCNC(=O)c1onc(CSc2cccc(OC)c2)c1C(=O)O	-1	2	0	-1	3	3	-1	1	3	-2
C/C(=N\NC(=O)c1ccncc1)c1cccs1	7	2	-4	5	0	-1	-2	2	-1	-2

Following part:
SMILES	SIAE primary	HTRA1 inhibitor	MBD2 DNA inh	NPR1 activator	rCAG binder	ABHD4 inh	PRMT1 inh	NPR2 activator	TCR CD3 inh	UHRF1 MBD2 ctr
COc1ccccc1CNC(=O)COC(=O)C1CCN(c2ccc(C(F)(F)F)cn2)CC1	-8	-12	-2	-3	-2	-9	-5	-12	3	1
Cc1ccc(CNc2ccc(N3CCOCC3)c(C(=O)O)c2)s1	-2	-14	0	1	0	2	1	6	2	2
CC1(C)CC(=O)C=C(Nc2ccccc2C#N)C1	-1	3	-3	1	-2	2	1	2	0	-2
CCC(C)[C@H](NC(=O)N1CCn2c1nc1ccccc12)C(=O)NCCc1ccc(OC)c(OC)c1 (stereo partly specified)	2	-3	3	1	-8	1	1	-1	-4	9
CCc1ccccc1N1C(=O)C(Cl)=C(N2CCOCC2)C1=O	1	4	2	0	-6	0	13	-2	-6	2
O=c1cc(CO)occ1OCc1cccc(F)c1	-1	-6	-3	1	-4	-6	1	2	9	-2
N#CCSc1nnc(C2CCCCC2)n1-c1ccccc1	7	6	5	-7	-3	-6	4	-5	-4	2
CC(C)(C)OC(=O)N1CCC(N[C@@H](Cc2c[nH]c3ccccc23)C(=O)NCCc2c[nH]c3ccccc23)(C(=O)NC2CCCCC2)CC1	9	.	-3	-1	.	-8	-3	-5	.	1
Cc1nn(C)c(C)c1S(=O)(=O)N1CCC(C(=O)NC2CCCCC2)CC1	7	-4	-8	0	0	3	2	7	6	-1
O=C(c1ccccc1)c1cc2c(cc1[N+](=O)[O-])OCCO2	-4	-4	4	1	-1	-4	1	3	-2	8
CCn1c(Sc2ccc([N+](=O)[O-])cn2)nnc1-c1ccco1	4	3	5	3	5	1	5	-2	-12	3
O=C(CN1CCOCC1)Nc1ncc(Cc2cccc3ccccc23)s1	-9	-15	-2	.	0	-6	0	.	-1	2
FC(F)(F)c1cc(Oc2ccccc2)ncc1-c1nnc(-c2ccccc2Cl)o1	-6	-9	0	4	-3	-5	0	-3	0	1
C/C=C/c1ccc(OCCn2nnc3ccccc32)c(OC)c1	-3	-4	-3	4	-3	-2	3	2	4	1
Cc1c(Cl)cccc1-n1c(SCC(=O)NCc2cccs2)nnc1-c1ccncc1	2	-5	-2	-1	-4	1	0	-5	0	-2
CCCC(=O)Nc1ccc(C(=O)N/N=C/c2cccnc2)cc1	-8	3	0	5	-3	2	0	-1	-3	0
Cc1cc(Nc2nc(Cl)c(Cl)cc2Cl)n(-c2ccccc2)n1	-3	-28	1	-11	-1	-5	0	-7	-2	-2
Cc1ccc(C(=O)Nc2ccncc2)cc1S(=O)(=O)N1CCCCC1	2	-6	-1	-3	1	-3	-4	-1	8	0
C/C(=N\NC(=O)C1COc2ccccc2O1)c1ccc(Cl)s1 (stereo unspecified)	-6	4	-1	-2	-2	-1	2	3	8	0
COCCn1c(=S)[nH]c2cc(C(=O)N3CCc4ccccc4C3)ccc2c1=O	-3	9	0	-3	0	-3	-5	-7	2	3

Following part:
SMILES	SIAE primary	HTRA1 inhibitor	MBD2 DNA inh	NPR1 activator	rCAG binder	ABHD4 inh	PRMT1 inh	NPR2 activator	TCR CD3 inh	UHRF1 MBD2 ctr
C/C(=N\NC(=O)c1ccccn1)C12CC3CC(CC(C3)C1)C2	0	4	-3	3	-4	0	0	3	0	-1
Cc1ccc2c(c1)c(=O)c(Br)c(C)n2Cc1ccccc1	5	-1	2	-3	0	-1	-1	3	9	-3
Cc1ccccc1C(=O)Nc1ccccc1Sc1ccccc1	6	-21	1	0	0	-13	2	0	-5	4
CC(NC(=O)c1cccc(Cn2cc([N+](=O)[O-])cn2)c1)c1ccc(C(C)(C)C)cc1 (stereo unspecified)	-11	-15	3	1	0	-5	2	2	-2	4
COc1cc(NC(=O)CC(C)n2ccnc2)cc(OC)c1 (stereo unspecified)	1	5	-4	0	4	-1	3	0	-1	-1
O=C(Nc1ccccc1N1CCCC1)c1ccc(F)c(S(=O)(=O)N2CCOCC2)c1	20*	7	-7	2	-2	4	0	0	3	0
Cc1nc(NS(=O)(=O)c2ccccc2)sc1NC(=O)Nc1ccccc1	9	4	-2	-3	23	14	-1	2	-2	1
COc1cc2c(cc1OC)CC(=O)NC=C2	0	9	4	2	-2	4	-6	3	-1	-1
CC(=O)N1CCN(S(=O)(=O)c2ccccc2)C1c1ccccc1 (stereo unspecified)	8	2	1	0	0	1	-3	3	6	-1
O=C1CC(c2ccc3ccccc3c2)N=C2N(Cc3ccc4c(c3)OCO4)C/C(=C/c3ccccc3)N12 (stereo unspecified)	-2	.	-6	-1	.	-16	0	-4	.	-2
COc1ccc(CCNC(=O)c2ccc3ccccc3n2)cc1OC	1	-3	-1	0	-3	-5	2	4	-4	1
O=C(C[n+]1ccccc1)c1ccc(Cl)cc1	-2	0	-4	3	3	6	-2	5	3	1
CCCCCCN1C=CC(=C/C=C(\C#N)C(=O)OCC)C=C1	10	7	-32	-4	-66	1	-70	-2	-1	-74
COc1ccc(CNC(=O)CN(Cc2ccccc2Cl)C(=O)c2csnn2)cc1	2	-2	-3	-7	3	11	2	2	-7	5
Cc1nc(CC(C)C)cc(C(=O)N2CCCC(CNS(=O)(=O)c3cccs3)C2)n1 (stereo unspecified)	-3	0	-1	-2	-5	-6	-6	-5	-8	4
COc1cc(CN2CCC(C(=O)N3CCCC(C)C3)CC2)cc(OC)c1O (stereo unspecified)	7	2	-9	0	-2	9	6	-2	0	1
COc1ccc(-c2ncc(CN3CCC(CO)(Cc4cccc(OC)c4)CC3)cn2)cc1	2	-11	2	-18	-3	3	-2	-12	1	7
COc1ccc(-c2noc(CCC(=O)NCCCN3CCN(c4ccc(F)cc4)CC3)n2)cc1	-1	2	-7	5	-7	4	-3	-1	-1	-1
COc1cccc(NC(=O)C2(C)CCN2Cc2ccc(-c3ccccc3)o2)c1 (stereo unspecified)	4	.	-1	-4	3	-14	4	-5	1	0
COC(=O)CSc1nc2c(c(-c3ccc(C)o3)c1C#N)CCCC2	-1	-31	-5	0	2	-3	3	-3	7	-2

(list continues)
SMILES	SIAE primary	HTRA1 inhibitor	MBD2 DNA inh	NPR1 activator	rCAG binder	ABHD4 inh	PRMT1 inh	NPR2 activator	TCR CD3 inh	UHRF1 MBD2 ctr
CCNC(=O)C1(C)CCCN1Cc1cccc(C(F)(F)F)c1 (stereo unspecified)	-5	.	4	3	-3	6	3	1	2	1
CSCCC1Nc2ccc(S(=O)(=O)N3CCOCC3)cc2NC1=O (stereo unspecified)	3	-2	-7	0	11	5	4	3	7	-7
O=C(CN1C(=O)/C(=C/c2ccccc2F)Sc2ccccc21)NCCCN1CCOCC1	3	2	-4	9	-4	2	-2	5	7	-2
Cc1noc(C)c1NC(=O)Nc1ccc2c(c1)C(=O)N([C@H](C)CO)C[C@H](C)[C@@H](CN(C)S(=O)(=O)c1cccs1)O2	0	-4	0	1	-1	2	-2	2	0	0
COC(=O)c1ccccc1OC(=O)c1cccnc1	-4	1	2	3	-4	8	0	3	-3	1
Cn1cc(S(=O)(=O)N2CCN(c3ccc(F)cc3)CC2)c(=O)n(C)c1=O	8	8	-6	0	2	10	2	6	-1	0
CC(=O)c1c(-c2ccccc2)c2ccccc2[nH]c1=O	0	3	3	-1	-1	-4	-4	4	3	-2
CCOc1ccccc1NS(=O)(=O)c1cc2c3c(c1)CC(=O)N3CCC2	0	-2	-5	-9	4	-5	-6	-1	0	-3
CCOC(=O)Cc1csc(NC(NC(=O)CC)(C(F)(F)F)C(F)(F)F)n1	2	11	2	4	3	-7	1	2	-2	5
Cc1ccc(N2C(=O)N3[C@H](c4ccc(F)cc4)[C@@H]4C(=O)N(C5CCCCC5)C(=O)[C@@H]4[C@]3(Cc3ccccc3)C2=O)cc1	-10	-18	-3	-4	6	-2	-3	-3	5	1
CC(=O)c1ccc(Oc2nc(-c3cccnc3)nc3ccccc23)cc1	-4	-9	5	6	2	-2	2	2	-10	5
COc1ccccc1NCc1nnc(-c2ccccc2)o1	-2	2	-3	0	-5	4	1	8	1	-1

3 compounds picked at random from those above:
SMILES	SIAE primary	HTRA1 inhibitor	MBD2 DNA inh	NPR1 activator	rCAG binder	ABHD4 inh	PRMT1 inh	NPR2 activator	TCR CD3 inh	UHRF1 MBD2 ctr
CC(=O)c1c(-c2ccccc2)c2ccccc2[nH]c1=O	0	3	3	-1	-1	-4	-4	4	3	-2
CSCCC1Nc2ccc(S(=O)(=O)N3CCOCC3)cc2NC1=O (stereo unspecified)	3	-2	-7	0	11	5	4	3	7	-7
COC(=O)c1ccccc1OC(=O)c1cccnc1	-4	1	2	3	-4	8	0	3	-3	1

Source: PubChem (several laboratories)
